NSD2 block: inhibitors of human NSD2 methyltransferase. O96028. NSD2-SET H3K36me1 DELFIA fluorescence, biochemical. inhibition, % at 12.5 µM. actives 0.07% (n = 44,000). AID 624260; in the data active means inhibition above about 54%, passing the limit was not always enough; inconclusive means no clear call, values can overlap the other calls;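 further: inhibitors reduce the monomethyl H3K36 fluorescence signal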
Target sequence (O96028 whole entry, looked up): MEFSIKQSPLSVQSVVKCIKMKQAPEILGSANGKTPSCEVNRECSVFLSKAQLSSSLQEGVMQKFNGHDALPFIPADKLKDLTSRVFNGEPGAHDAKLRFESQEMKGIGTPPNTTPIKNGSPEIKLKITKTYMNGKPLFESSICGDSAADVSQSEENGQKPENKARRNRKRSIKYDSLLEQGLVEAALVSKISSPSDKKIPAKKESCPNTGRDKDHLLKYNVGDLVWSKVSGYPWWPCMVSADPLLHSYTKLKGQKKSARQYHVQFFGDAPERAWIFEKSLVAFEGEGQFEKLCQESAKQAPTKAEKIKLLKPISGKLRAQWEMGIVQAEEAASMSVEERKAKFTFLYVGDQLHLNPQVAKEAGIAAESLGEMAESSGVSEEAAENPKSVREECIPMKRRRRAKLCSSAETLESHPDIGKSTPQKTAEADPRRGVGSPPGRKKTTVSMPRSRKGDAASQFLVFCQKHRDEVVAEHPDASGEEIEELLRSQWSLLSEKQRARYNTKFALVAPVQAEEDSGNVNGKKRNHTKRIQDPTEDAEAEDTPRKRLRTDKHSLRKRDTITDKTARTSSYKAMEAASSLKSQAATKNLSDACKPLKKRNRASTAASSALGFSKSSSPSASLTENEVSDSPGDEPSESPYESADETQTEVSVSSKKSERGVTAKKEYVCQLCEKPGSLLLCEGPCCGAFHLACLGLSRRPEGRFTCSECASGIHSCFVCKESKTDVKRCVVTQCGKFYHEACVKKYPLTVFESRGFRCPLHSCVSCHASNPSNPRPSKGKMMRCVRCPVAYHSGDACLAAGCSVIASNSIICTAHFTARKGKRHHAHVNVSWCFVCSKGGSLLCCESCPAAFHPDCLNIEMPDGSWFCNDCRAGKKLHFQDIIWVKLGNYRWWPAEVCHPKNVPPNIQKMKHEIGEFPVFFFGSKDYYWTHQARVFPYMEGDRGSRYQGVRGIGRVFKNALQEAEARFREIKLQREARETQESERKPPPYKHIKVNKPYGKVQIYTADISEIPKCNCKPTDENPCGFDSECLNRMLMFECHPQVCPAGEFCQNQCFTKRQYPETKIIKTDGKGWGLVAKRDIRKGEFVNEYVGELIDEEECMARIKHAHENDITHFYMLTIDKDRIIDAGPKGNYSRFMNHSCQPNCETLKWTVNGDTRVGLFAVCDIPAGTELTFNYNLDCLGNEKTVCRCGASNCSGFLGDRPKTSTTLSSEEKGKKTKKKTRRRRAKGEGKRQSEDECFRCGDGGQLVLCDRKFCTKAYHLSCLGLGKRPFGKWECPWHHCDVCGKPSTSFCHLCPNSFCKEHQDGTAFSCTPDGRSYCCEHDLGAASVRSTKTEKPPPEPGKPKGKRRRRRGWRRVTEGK
Numbers without * were called inactive; i = inactive; ? = inconclusive; & = joins results of further samples. Only part of the results is shown. The share of hits here may be higher or lower than overall.

NSD2 block,Compound
2.1,CC(C)NC(=O)Nc1ccc2c(c1)CC(=O)N([C@@H](C)CO)C[C@H](C)[C@@H](CN(C)Cc1ccc3c(c1)OCO3)O2
3.1,CN=C1S/C(=C/c2cccc(F)c2)C(=O)N1C
-1.6,COc1ccc(-c2coc3c(OC)c(OC)cc(OC4OC(CO)C(O)C(O)C4OC4OCC(O)C(O)C4O)c3c2=O)cc1 (stereo not drawn)
-0.8,CO[C@H]1O[C@H](CO)[C@@H](OC(=O)Nc2ccccc2)[C@H](OC(=O)Nc2ccc3c(c2)OCO3)[C@H]1OC(=O)Nc1ccc2c(c1)OCO2
7.5,O=C(C[C@H]1CC[C@@H](NC(=O)c2ccncc2)[C@@H](CO)O1)NCC1CC1
-6.3,O=C(CCc1ccccc1)c1c(O)cc(O)cc1O
3.0,O=C(C[C@@H]1CC[C@@H](NC(=O)C2CC2)[C@H](CO)O1)Nc1ccccc1
-7.2,Cc1noc(C)c1S(=O)(=O)Nc1ccc2c(c1)C(=O)N([C@H](C)CO)C[C@H](C)[C@H](CN(C)C(=O)NC1CCCCC1)OCCCC[C@H](C)O2
-4.1,COc1cccc(S(=O)(=O)N(C)C[C@H]2Oc3cc(C#CCC(C)C)ccc3S(=O)(=O)N([C@@H](C)CO)C[C@@H]2C)c1
-2.5,C#CCNC(=O)C1=C[C@H](c2cn(C(C)=O)c3ccccc23)C[C@H](OCCCCO)O1
5.0,CC(C)(Oc1ccc(Cl)cc1)C(=O)NCc1ccccn1
3.7,C[C@H](CO)N1C[C@H](C)[C@@H](CN(C)CC2CCCCC2)Oc2c(NS(=O)(=O)c3ccccc3)cccc2C1=O
0.7,O=C(C[C@@H]1C[C@H]2c3cc(NC(=O)NC4CCCC4)ccc3O[C@H]2[C@H](CO)O1)NCCN1CCCCC1
1.7&2.0,Fc1ccc(C(c2ccc(F)cc2)N2CCN(C/C=C/c3ccccc3)CC2)cc1
-0.4,C=CCOC(=O)[C@@H]1[C@H]2C(=O)O[C@H](c3ccccc3)[C@H](c3ccccc3)N2[C@H](c2ccc(OCCOC(=O)[C@@H]3C[C@@H]4C(=O)N[C@@H](CCCCNC(C)=O)C(=O)N4[C@@H]3c3ccc(O)cc3)cc2)[C@@]12C(=O)Nc1ccc(I)cc12
-0.8,C[C@@H]1CN([C@@H](C)CO)C(=O)c2cc(NC(=O)CCC(F)(F)F)ccc2O[C@@H](C)CCCCO[C@H]1CN(C)Cc1ccccc1
4.9,COc1ccc(NC(=O)N(C)C[C@@H]2OCCCC[C@H](C)Oc3ccc(NC(=O)c4ccccc4)cc3C(=O)N([C@H](C)CO)C[C@H]2C)cc1
-57.3,C[C@H](CO)N1C[C@H](C)[C@H](CN(C)CC2CC2)OCc2cn(nn2)CCCC1=O
-1.1,C[C@H](CO)N1C[C@H](C)[C@@H](CN(C)Cc2ccccc2C(=O)O)Oc2ncc(C3=CCCCC3)cc2C1=O
-4.6,C[C@@H]1CN([C@@H](C)CO)C(=O)Cc2cc(NC(=O)c3ccncc3)ccc2O[C@H]1CN(C)Cc1ccc(C(F)(F)F)cc1
0.7,COc1ccc(S(=O)(=O)Nc2ccc3c(c2)CC(=O)N([C@H](C)CO)C[C@H](C)[C@H](CN(C)S(=O)(=O)c2ccccc2)O3)cc1
-1.8,COc1ccc(NC(=O)N(C)C[C@H]2OCCCC[C@H](C)Oc3ccc(NC(=O)CCC(F)(F)F)cc3C(=O)N([C@H](C)CO)C[C@@H]2C)cc1
-4.4,C[C@H](CO)N1C[C@H](C)[C@H](CN(C)S(=O)(=O)c2ccccc2)Oc2c(NC(=O)c3cnccn3)cccc2C1=O
11.6,C[C@H](CO)N1C[C@H](C)[C@@H](CN(C)S(=O)(=O)c2ccc(C#N)cc2)OCc2cn(nn2)CCCC1=O
0.9,Cc1ccc(S(=O)(=O)Nc2ccc3c(c2)C(=O)N([C@H](C)CO)C[C@H](C)[C@H](CN(C)Cc2ccccc2)O3)cc1
0.1,C[C@@H]1CN([C@H](C)CO)C(=O)CCCn2nncc2CO[C@H]1CN(C)S(=O)(=O)c1ccc(F)cc1
-1.7,O=C(C[C@@H]1C=C[C@@H](NC(=O)Cc2ccccn2)[C@H](CO)O1)NCCCN1CCOCC1
6.9,C[C@H]1CN([C@@H](C)CO)S(=O)(=O)c2ccc(-c3cccnc3)cc2O[C@H]1CN(C)C(=O)NC1CCCCC1
-1.2,Cc1ccc(S(=O)(=O)Nc2ccc3c(c2)C(=O)N([C@@H](C)CO)C[C@H](C)[C@H](CN(C)C(=O)CCCN(C)C)OCCCC[C@H](C)O3)cc1
7.9,COCC#Cc1cnc2c(c1)C(=O)N([C@@H](C)CO)C[C@@H](C)[C@@H](CN(C)C(=O)c1cccc(F)c1)O2
1.7,COC(=O)C[C@@H]1C[C@H]2c3cc(NC(=O)c4ccc5c(c4)OCO5)ccc3O[C@H]2[C@H](CO)O1
-0.1,C=C1CC[C@H]2[C@@](C)(CCC(O)[C@@]2(C)CO)[C@@H]1CCC1=CCOC1=O (stereo partly drawn)
1.3,COCC(=O)Nc1ccc2c(c1)[C@@H]1C[C@@H](CC(=O)NCC3CC3)O[C@@H](CO)[C@@H]1O2
15.9,CC(C)NC(=O)Nc1ccc2c(c1)C(=O)N([C@H](C)CO)C[C@H](C)[C@H](CN(C)C(=O)c1ccncc1)OCCCC[C@H](C)O2
-8.0,Cc1ccc(-c2ccc3c(c2)O[C@H](CN(C)C(=O)C2CCCCC2)[C@@H](C)CN([C@H](C)CO)S3(=O)=O)cc1
-1.1,C[C@H](CO)N1C[C@H](C)[C@@H](CN(C)Cc2ccc(C(F)(F)F)cc2)Oc2ccc(NC(=O)CCCCCC(=O)Nc3ccccc3N)cc2CC1=O
4.0,CCC(=NCc1ccc(C#N)cc1)c1ccccc1O
0.7,C[C@@H]1CN([C@H](C)CO)C(=O)c2cccc(NC(=O)C3CCOCC3)c2O[C@H]1CN(C)C(=O)Nc1cccc2ccccc12
6.8,C[C@@H]1CN([C@H](C)CO)C(=O)c2cc(NC(=O)CCCN(C)C)ccc2O[C@@H]1CN(C)C(=O)Nc1ccc2c(c1)OCO2
3.0,C[C@@H]1CN([C@@H](C)CO)C(=O)c2cc(NS(=O)(=O)c3cn(C)cn3)ccc2O[C@H]1CN(C)Cc1ccc(-c2ccccc2)cc1
-6.9,C[C@H]1CN([C@@H](C)CO)C(=O)c2cc(NC(=O)C3CCCCC3)ccc2O[C@@H]1CN(C)Cc1ccc(C(F)(F)F)cc1
1.4,COc1ccc(-c2cnc3c(c2)C(=O)N([C@H](C)CO)C[C@H](C)[C@H](CN(C)S(=O)(=O)c2ccc(C)cc2)O3)cc1
3.1,COc1ccc(/C=N/NC(=O)CCCCCC(=O)Nc2ccccc2O)cc1
-5.1,C[C@@H]1CN([C@@H](C)CO)C(=O)CCCn2nncc2CO[C@H]1CN(C)Cc1cccc(C(F)(F)F)c1
-0.7,C[C@H]1CCCCO[C@@H](CN(C)C(=O)Nc2ccc(C(F)(F)F)cc2)[C@@H](C)CN([C@@H](C)CO)C(=O)c2cc(NS(C)(=O)=O)ccc2O1
2.0,CNC[C@@H]1OCCCC[C@@H](C)Oc2ccc(NS(=O)(=O)c3ccc(C)cc3)cc2C(=O)N([C@H](C)CO)C[C@@H]1C
1.2,COc1ccc(S(=O)(=O)N(C)C[C@H]2OCCCC[C@@H](C)Oc3ccc(NS(C)(=O)=O)cc3C(=O)N([C@H](C)CO)C[C@@H]2C)cc1
1.9,C[C@H](CO)N1C[C@H](C)[C@@H](CN(C)S(=O)(=O)c2cccs2)Oc2c(NC(=O)Nc3ccc(F)cc3)cccc2C1=O
1.9,O=C(C[C@H]1C[C@@H]2c3cc(NC(=O)Nc4ccccc4)ccc3O[C@@H]2[C@@H](CO)O1)NCc1cccnc1
-6.2,COc1ccc(CN(C)C[C@@H]2Oc3ccc(NC(=O)Nc4ccccc4)cc3CC(=O)N([C@@H](C)CO)C[C@H]2C)cc1
-5.2,C[C@@H]1CN([C@H](C)CO)C(=O)c2c(c3ccccc3n2C)-c2ccccc2CO[C@@H]1CN(C)C(=O)N[C@H](C)c1ccccc1
2.6,C[C@H]1CN([C@@H](C)CO)C(=O)c2cc(-c3ccccc3)cnc2O[C@@H]1CN(C)C
14.8,C[C@@H]1CN([C@H](C)CO)C(=O)c2cc(NS(=O)(=O)c3ccc(Cl)cc3)ccc2O[C@H]1CN(C)C(=O)Nc1cccc2ccccc12
3.2,C[C@@H]1CN([C@@H](C)CO)C(=O)Cc2cc(NS(=O)(=O)c3ccccc3)ccc2O[C@H]1CN(C)S(=O)(=O)c1cn(C)cn1
-2.8,C[C@@H]1CCCCO[C@H](CN(C)S(C)(=O)=O)[C@@H](C)CN([C@H](C)CO)C(=O)c2cc(NC(=O)CCCN(C)C)ccc2O1
-5.9,Cc1ccc(S(=O)(=O)N(C)C[C@H]2Oc3ccc(NC(=O)Nc4ccc(F)cc4)cc3CC(=O)N([C@H](C)CO)C[C@@H]2C)cc1
-4.3,NC(N)=NS(=O)(=O)c1ccc(NC(=O)OC2CCCC2)cc1
5.7,COc1ccc(NC(=O)N(C)C[C@@H]2Oc3ccc(NC(=O)C4CC4)cc3CC(=O)N([C@@H](C)CO)C[C@H]2C)cc1
-2.5,C[C@H]1CN([C@@H](C)CO)S(=O)(=O)c2ccc(C#CCC3CCCC3)cc2O[C@H]1CN(C)C(=O)c1ccccn1
?,C[C@@H]1CCCCO[C@H](CN(C)C(=O)c2ccccc2)[C@@H](C)CN([C@@H](C)CO)C(=O)c2cc(NS(=O)(=O)c3ccccc3)ccc2O1

Fetched by compound from the entries so far (2):
NSD2 block,Compound
1.2,COc1ccc(S(=O)(=O)N(C)C[C@H]2OCCCC[C@@H](C)Oc3ccc(NS(C)(=O)=O)cc3C(=O)N([C@H](C)CO)C[C@@H]2C)cc1
-4.3,NC(N)=NS(=O)(=O)c1ccc(NC(=O)OC2CCCC2)cc1

Later entries
NSD2 block,Compound
1.6,COC(=O)CCCCCCC(=O)N/N=C/c1sccc1C
7.9,O=C(Cc1ccncc1)Nc1ccc2c(c1)[C@@H]1C[C@@H](CC(=O)N3CCc4ccccc4C3)O[C@@H](CO)[C@@H]1O2
-3.2,Cc1ccc(-c2ccc3c(c2)O[C@@H](CN(C)C(=O)Nc2ccccc2)[C@H](C)CN([C@H](C)CO)S3(=O)=O)cc1
0.7,CNC[C@H]1Oc2ccc(NC(=O)C3CC3)cc2C(=O)N([C@@H](C)CO)C[C@H]1C
-1.8,Cn1ncc2c(NN3C(=O)CCC3=O)ncnc21
-0.8,COc1cccc(S(=O)(=O)Nc2ccc3c(c2)[C@@H]2C[C@@H](CC(=O)NC4CCCCC4)O[C@@H](CO)[C@@H]2O3)c1
i,C[C@H]1CN([C@@H](C)CO)C(=O)c2cccc(NC(=O)Nc3ccc(C(F)(F)F)cc3)c2O[C@@H]1CN(C)Cc1ccc(-c2ccccc2)cc1
5.1,Cc1noc(C)c1NC(=O)N(C)C[C@H]1Oc2ccc(NC(=O)Nc3cccc4ccccc34)cc2C(=O)N([C@@H](C)CO)C[C@H]1C
0.5,C[C@H](CO)N1C[C@H](C)[C@@H](CN(C)C(=O)Nc2ccc(F)cc2)Oc2ccc(NC(=O)CCN3CCOCC3)cc2C1=O
-2.1,Cc1noc(C)c1NC(=O)N(C)C[C@@H]1Oc2ccc(NC(=O)Cc3cn(C)c4ccccc34)cc2CC(=O)N([C@@H](C)CO)C[C@@H]1C
0.6,C[C@@H]1CN([C@H](C)CO)C(=O)Cc2cc(N(C)C)ccc2O[C@H]1CN(C)S(=O)(=O)c1ccc(F)cc1
0.0,C[C@@H]1CN([C@H](C)CO)C(=O)c2cc(NC(=O)C3CCCCC3)ccc2O[C@@H](C)CCCCO[C@H]1CN(C)C(=O)Cc1ccccc1
-1.9,C[C@H]1CN([C@@H](C)CO)C(=O)c2cc(NS(C)(=O)=O)ccc2O[C@H]1CN(C)Cc1ccc2c(c1)OCO2
1.1,CCC/C=C/C=C/C1CC(O)C(O)C1C(=O)O (stereo not drawn)
-3.9,C[C@@H]1CN([C@H](C)CO)C(=O)c2cc(NS(=O)(=O)c3ccc(F)cc3)ccc2O[C@@H]1CN(C)C(=O)Nc1ccc2c(c1)OCO2
-14.6,C[C@@H]1CN([C@H](C)CO)C(=O)c2cccc(NC(=O)c3ccncc3)c2O[C@@H]1CN(C)S(=O)(=O)c1ccc(F)cc1
36.9,CC(C)NC(=O)Nc1ccc2c(c1)C(=O)N([C@H](C)CO)C[C@H](C)[C@@H](CN(C)Cc1ccc(C(=O)O)cc1)OCCCC[C@H](C)O2
-6.8,Cc1ccc(S(=O)(=O)Nc2ccc3c(c2)C(=O)N([C@@H](C)CO)C[C@@H](C)[C@H](CN(C)Cc2ccc(C(=O)Nc4ccccc4N)cc2)O3)cc1
3.3,CC(C)NC(=O)N(C)C[C@H]1Oc2ncc(C#CC3(O)CCCC3)cc2C(=O)N([C@@H](C)CO)C[C@H]1C
2.4,C[C@@H]1CN([C@@H](C)CO)C(=O)c2cc(NC(=O)c3ccccc3)ccc2O[C@@H](C)CCCCO[C@@H]1CN(C)S(=O)(=O)c1cn(C)cn1
-3.1,COc1ccc(S(=O)(=O)N(C)C[C@H]2Oc3cc(-c4cccc(F)c4)ccc3S(=O)(=O)N([C@H](C)CO)C[C@@H]2C)cc1

Quoted from the listing, 3 compounds:
NSD2 block,Compound
3.3,CC(C)NC(=O)N(C)C[C@H]1Oc2ncc(C#CC3(O)CCCC3)cc2C(=O)N([C@@H](C)CO)C[C@H]1C
2.4,C[C@@H]1CN([C@@H](C)CO)C(=O)c2cc(NC(=O)c3ccccc3)ccc2O[C@@H](C)CCCCO[C@@H]1CN(C)S(=O)(=O)c1cn(C)cn1
-3.1,COc1ccc(S(=O)(=O)N(C)C[C@H]2Oc3cc(-c4cccc(F)c4)ccc3S(=O)(=O)N([C@H](C)CO)C[C@@H]2C)cc1

Structural class, the compounds so far containing a COOH group (3)
NSD2 block,Compound
-1.1,C[C@H](CO)N1C[C@H](C)[C@@H](CN(C)Cc2ccccc2C(=O)O)Oc2ncc(C3=CCCCC3)cc2C1=O
1.1,CCC/C=C/C=C/C1CC(O)C(O)C1C(=O)O (stereo not drawn)
36.9,CC(C)NC(=O)Nc1ccc2c(c1)C(=O)N([C@H](C)CO)C[C@H](C)[C@@H](CN(C)Cc1ccc(C(=O)O)cc1)OCCCC[C@H](C)O2
